Abeta yeast res = restores growth of yeast expressing A-beta42 peptide; yeast expressing A-beta42, growth rescue, OD600, 48 h; response scale: 0% DMSO, 100% iron-clioquinol control; Potency, µM (titrated, usually from 46.1 µM), without a hit: at the top dose growth rescue, actives largely listed as activators; 410,000 compounds, 0.063% hits; also: potency is read from the fitted curve at half-maximal effect; nearly all actives have a fitted effect of over 55% in size
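Yeast A-beta toxicity model in growth medium with pinned compounds, 48 h at 30 C; growth read as absorbance at 600 nm. Normalized to FeCl3/clioquinol equimolar mix (positive) and DMSO (negative).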
DRD3 agonist = D3 dopamine receptor (human) agonism; 410,000 compounds, 0.58% hits; P35462; max activation, %; AID 652048; D3R DiscoveRx beta-arrestin cells, luminescence, 90 min; in the data active = max activation above about 30%; also: 0% is about no effect; mostly tested at two doses, the higher about 12 µM
Target sequence (P35462 whole entry, looked up): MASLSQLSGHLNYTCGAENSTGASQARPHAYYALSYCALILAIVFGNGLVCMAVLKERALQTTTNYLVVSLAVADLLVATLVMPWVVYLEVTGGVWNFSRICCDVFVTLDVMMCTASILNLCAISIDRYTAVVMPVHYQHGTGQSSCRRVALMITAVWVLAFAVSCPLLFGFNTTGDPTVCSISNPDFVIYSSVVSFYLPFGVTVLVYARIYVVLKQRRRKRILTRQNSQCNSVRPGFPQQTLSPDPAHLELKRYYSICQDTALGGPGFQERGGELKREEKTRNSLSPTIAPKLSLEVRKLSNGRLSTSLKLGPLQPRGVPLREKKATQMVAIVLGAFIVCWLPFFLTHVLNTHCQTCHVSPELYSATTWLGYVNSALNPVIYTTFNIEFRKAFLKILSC
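Cells at 1500/well, incubated overnight, then treated with pinned compounds (dopamine as control) for 90 min at 37 degrees C. DiscoveRx reagent added for 30 - 60 minutes at room temperature; luminescence read.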
aSyn yeast inh = alpha-synuclein toxicity inhibition in yeast | AID 652106 | Yeast expressing alpha-synuclein, growth rescue, BacTiter-Glo, 24 h | 370,000 compounds, 0.14% hits | Potency, µM (doses to about 46.1 µM), for the others: top-dose growth rescue (activation), hits mostly activators; also: potency is read from the fitted curve at half-maximal effect; % of control where 0% means no effect; nearly all actives have a fitted effect of over 65% in size
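Galactose-induced alpha-syn yeast (OD600=0.02, raffinose-pregrown) + pinned cpd, 24 hr, 30 deg C; growth by BacTiter-Glo luminescence. Growth restoration scores as activation.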
EPAC2 antag = EPAC2 (human) antagonism; Potency, µM (titrated, usually from 114 µM), without a hit: top-dose activity, negative = inhibition, hits mostly inhibitors; 360,000 compounds, 0.18% hits; EPAC2 GEF exchange of Rap1B-BODIPY-GDP, fluorescence; Q8WZA2; also: potency is read from the fitted curve at half-maximal effect; % is scaled to controls: 0 for no effect and ±100 for the full control effect; nearly all actives have a fitted effect of over 45% in size; many of its hits are not listed in these tables
DRD3 antagonist = blocks the human D3 dopamine receptor; P35462; D3R cells, DiscoveRx beta-arrestin luminescence, antagonist mode; hits give low values; max response, negative = inhibition, %; 360,000 compounds, 2.5% hits; AID 652054; in the data active = max response below about -50%; inconclusive = no clear call, values can overlap the other calls; also: % is scaled to controls: 0 for no effect and ±100 for the full control effect; mostly tested at two doses, the higher about 12 µM
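Cells expressing the human receptor were seeded at 1500 cells/well, incubated overnight at 37 degrees C in 5% CO2, then exposed to library compounds with dopamine controls for 90 minutes at 37 degrees C before luminescent detection.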
TDP43 rescue = TDP-43 toxicity inhibition in yeast; TDP-43 expressing yeast growth rescue, BacTiter-Glo, 24 h; 410,000 compounds, 1.8% hits; Potency, µM (series often up to 46.1 µM), for inactives: top-dose growth rescue (activation), usual class: activators; also: potency is read from the fitted curve at half-maximal effect; % of control where 0% means no effect; nearly all actives have a fitted effect of over 50% in size
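Luminescence from BacTiter-Glo reports growth of TDP-43-expressing yeast after 24 hr at 30 deg C with compound. Cells were raffinose-pregrown to mid-log, then seeded in galactose medium at OD600=0.02.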
FUS yeast rescue = rescues growth of FUS-expressing yeast; S. cerevisiae FUS-expressing, growth rescue, OD600, 24 h; Potency, µM (series often up to 76.6 µM), without a hit: at the top dose growth rescue (activation), most hits filed as activators; 390,000 compounds, 0.24% hits;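 also: potency is read from the fitted curve at half-maximal effect; plate controls were DMSO vehicle for no effect and reference control for full effect; nearly all actives have a fitted effect of over 55% in size; some results filed as inactive show a strong effect at the top dose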
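Absorbance at 600 nm, taken 24hr after compound addition, measured rescue of FUS-yeast growth at 30C. Induction used 2% galactose with seeding at OD 0.005. Controls: CP55940 from 92uM final, DMSO only.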
EPAC2 agonist = EPAC2 (human) agonism; Q8WZA2; EPAC2 activation, biochemical qHTS; response scale: 100% = 6.5 mM cAMP response; Potency, µM (series often up to 154 µM), without a hit: top-dose activation, hits mostly activators; 360,000 compounds, 0.079% hits; also: potency is read from the fitted curve at half-maximal effect; nearly all actives have a fitted effect of over 50% in size
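Each well held 100 nM EPAC2, 250 nM RAP1B-BODIPY-GDP and 50 uM GDP. Fluorescence, read at 5-min intervals to 30 min, was referenced to a 6.5 mM cAMP positive control.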
An asterisk follows results filed as active; ? = inconclusive; nt = no result given; & = joins results of further samples; [ ] = dose if it differs, or a comment. Unless noted, calls follow the shape of the dose curve; as a rule, active = well fitted curve in the direction sought with a large enough effect; inconclusive = small, poorly fitted or top-dose-only effect, or another doubt; inactive = no such curve, though single readings can be large; an effect the other way counts as inactive or inconclusive.

[1] Cc1ccc(Cn2c(Cc3ccccc3)nc3ccccc32)cc1
[2] C=CCN(CC=C)C(=O)C1CCN(S(=O)(=O)c2ccc(N3CCCC3=O)cc2)CC1
[3] COc1ccccc1NS(=O)(=O)c1cccc(NS(=O)(=O)c2cc(C(=O)O)ccc2Cl)c1
[4] Cc1ccc(C)c(S(=O)(=O)N2CCN(C(=O)Cn3c(C(F)(F)F)nc4ccccc43)CC2)c1
[5] Cc1c(-c2ccccc2)n[nH]c1C(=O)NN
[6] COc1ccc(C(c2c(C)[nH]n(C(N)=S)c2=O)C(C#N)C#N)cc1 (stereo unspecified)
[7] CCCCN(CC(=O)NC1CCCC1)C(=O)C(=O)Nc1ccc2c(c1)OCCO2
[8] CC(C)CCNC(=O)c1ccc2nc[nH]c2c1
[9] CCOCCc1nnc(N)s1
[10] C/C(=N\NC(=O)c1cc(-c2cccc([N+](=O)[O-])c2)n[nH]1)c1ccccc1O
Assay by compound | 1 | 2 | 3 | 4 | 5 | 6 | 7 | 8 | 9 | 10
TDP43 rescue | -6%&-33% | 8% | -4% | 4% | -8% | 14% | 2% | -5% | 1% | 6%
EPAC2 antag | -13% | 2% | 16% | -7% | 15% | 10% | -8% | 11% | -2% | -15%
FUS yeast rescue | 15%&12% | 13% | -3% | -15% | 0% | 33% | 23% | -2% | -22% | 3%
EPAC2 agonist | 9% | 7% | 5% | 4% | 1% | 1% | 6% | 5% | 6% | 8%
Abeta yeast res | -7% | nt | -3% | 12% | -21% | -85%[inhibitor] | -2% | -14% | 0% | 15%
aSyn yeast inh | -13% | 0% | -3% | 8% | 1% | -35%[inhibitor] | 4% | -6% | -5% | -2%
DRD3 antagonist | 0 | 4 | ? | 20 | 1 | ? | -15 | ? | -24 | -7
DRD3 agonist | -9&2 | 9 | -9 | 5 | 4 | -9 | 8 | -9 | 12 | -4

[11] Cc1ccc(NC(=O)CCC(=O)NNC(=O)Nc2cccc(Cl)c2)c(C)c1
[12] COc1ccc(NC(=O)C2CCCN(S(=O)(=O)c3ccc(Cl)cc3)C2)cc1OC (stereo unspecified)
[13] COc1cc2c(C(=O)NCc3ccccn3)cn(C)c(=O)c2cc1OC
[14] O=C(NCC(c1ccco1)N1CCc2ccccc21)c1c(F)cccc1F (stereo unspecified)
[15] CCN(C[C@H]1N[C@@](C)(C(=O)OC)[C@H]2C(=O)N(C)C(=O)[C@@H]12)C(=O)Nc1ccc(C(F)(F)F)cc1
[16] COC(=O)C1=C(C)N(CCCC(=O)O)C(=O)NC1c1cc2c(cc1[N+](=O)[O-])OCO2 (stereo unspecified)
[17] CC(C)CN1CCC(=O)N(CCC#N)CC1
[18] CCOc1ccc(/C=C/C(=O)Nc2ccc3[nH]c(=O)[nH]c3c2)cc1
[19] CN(C(=O)c1ccc(NC(=O)Cc2cccc(NC(=O)C3CCN(C(=O)C4CCCCC4)CC3)c2)cc1)C1CCCC1
[20] S=C(NCc1ccccc1)NCc1ccccc1
Assay by compound | 11 | 12 | 13 | 14 | 15 | 16 | 17 | 18 | 19 | 20
TDP43 rescue | -3% | 4% | 11% | -7% | 14% | 9% | 24% | 15% | -4% | 0%
EPAC2 antag | -4% | 3% | 3% | ? | 7% | 17% | 11% | 1% | 5% | 5%
FUS yeast rescue | -2% | 22% | -34% | -14% | 0% | 25% | -8% | nt | ? | 8%
EPAC2 agonist | -12% | -7% | 6% | 14% | 6% | 11% | 9% | 8% | 7% | 4%
Abeta yeast res | 11% | -12% | 3% | -5% | -1% | 3% | 4% | 11% | -14% | 37%
aSyn yeast inh | -12% | -4% | -9% | -2% | 4% | -5% | 4% | 0% | 2% | -10%
DRD3 antagonist | -11 | -1 | 4 | -12 | 1 | 0 | -14 | 0 | 0 | -14
DRD3 agonist | -1 | -2 | 2 | 2 | -28 | 17 | -8 | 7 | -21 | 6

Next section; the last four above are carried over.
[17] CC(C)CN1CCC(=O)N(CCC#N)CC1
[18] CCOc1ccc(/C=C/C(=O)Nc2ccc3[nH]c(=O)[nH]c3c2)cc1
[19] CN(C(=O)c1ccc(NC(=O)Cc2cccc(NC(=O)C3CCN(C(=O)C4CCCCC4)CC3)c2)cc1)C1CCCC1
[20] S=C(NCc1ccccc1)NCc1ccccc1
[21] COc1ccc(-c2nc(CCNS(=O)(=O)c3ccc4c(c3)OCCO4)cs2)cc1
[22] CCCCOC(=O)c1ccc(Nc2nc3ccc(C(=O)c4ccccc4)cc3n3cnnc23)cc1
[23] CCCN(CC(=O)Nc1ccccc1C)C(=O)c1ccc(N2CCCCCC2)c([N+](=O)[O-])c1
[24] Cc1cc(/C=N/NC(=O)C(=O)N2CCCC2)c(C)n1-c1cccc(Br)c1
[25] COC(=O)c1ccccc1NC(=O)c1ccccc1N(C)S(C)(=O)=O
[26] Cc1cc(C(=O)Nn2cnnc2)ccc1[N+](=O)[O-]
[27] CCN1C(=O)[C@H]2[C@@H](c3ccc(OC)cc3)N[C@]3(CCCN(Cc4ccccc4)C3=O)[C@H]2C1=O
[28] O=C(CN1CCN(c2cccc(C(F)(F)F)c2)CC1)NCc1ccccc1
[29] O=C1NCCN/C1=C\C(=O)c1ccc(F)cc1
[30] Cc1ccc(NC(=O)COC(=O)c2cc(-c3cccs3)nn2-c2ccccc2)cc1[N+](=O)[O-]
Assay by compound | 17 | 18 | 19 | 20 | 21 | 22 | 23 | 24 | 25 | 26 | 27 | 28 | 29 | 30
TDP43 rescue | 24% | 15% | -4% | 0% | 13µM* | 1% | 28% | 2% | 22% | 4% | 18% | 1% | 7% | 10%
EPAC2 antag | 11% | 1% | 5% | 5% | 1% | nt | -1% | 0% | 10% | 0% | -5% | -15% | 4% | -2%
FUS yeast rescue | -8% | nt | ? | 8% | 38% | -10% | nt | 2% | -37% | -13% | -8% | 8% | 7% | nt
EPAC2 agonist | 9% | 8% | 7% | 4% | 18% | nt | 3% | -4% | 3% | 0% | -3% | 3% | 9% | 0%
Abeta yeast res | 4% | 11% | -14% | 37% | -15% | -2% | 9% | 5% | -2%[9.22 µM] | -4% | 9% | 15% | 8% | -11%
aSyn yeast inh | 4% | 0% | 2% | -10% | -16% | nt | 14% | 2% | 1% | -3% | 1% | -12% | 0% | -6%
DRD3 antagonist | -14 | 0 | 0 | -14 | ? | nt | -16 | -20 | 5 | -3 | 19 | -14 | 3 | 17
DRD3 agonist | -8 | 7 | -21 | 6 | -3 | -4 | 1 | 2 | 4 | 4 | -4 | -9 | 2 | 1

[31] C=C1CCC2[C@](C)(CO[C@@H]3O[C@H](CO)[C@@H](O)[C@H](O)[C@H]3O)CCC[C@@]2(C)[C@@H]1CCC1=CCOC1=O (stereo partly specified)
[32] CCC(C)(C)NC(=O)c1cc([N+](=O)[O-])ccc1N1CCCCC1
[33] Cc1csc(SCC(=O)Nc2cccc(S(=O)(=O)N3CCOCC3)c2)n1
[34] N#C/C(=C/c1ccccc1Cl)c1nc2ccccc2c(=O)[nH]1
[35] C/C=C1\NC(=O)[C@H](C)NC(=O)[C@@H](NC(=O)[C@@H](Cc2ccc(O)cc2)NC(=O)[C@@H](NC(=O)/C(C)=C/C)C(C)C)[C@@H](C)OC(=O)[C@H](CCCCc2ccc(O)cc2)NC(=O)[C@@H](CCC(=O)OC)NC1=O
[36] Cc1c(C(=O)O)cc(C(C)(C)C)n1CCSCCO
[37] O=C(CN(c1cccc(Cl)c1)S(=O)(=O)c1ccccc1)NN=C1CCCC1
[38] COc1ccc(Cn2c(C(=O)O)c(CNCCc3ccco3)c3ccc(OC)cc32)cc1
[39] CCc1ccc(NC(=O)CCCNC(=O)Cn2cnc3sc(C)c(C)c3c2=O)cc1
[40] COc1ccc(NC(=O)CN(C)CC(=O)Nc2cccc(F)c2)cc1Cl
Assay by compound | 31 | 32 | 33 | 34 | 35 | 36 | 37 | 38 | 39 | 40
TDP43 rescue | 3% | ? | 2% | 10% | 0% | -18% | 4% | -17% | -20% | -17%
EPAC2 antag | -3% | 4% | 7% | nt | 1% | 3% | 4% | nt | -1% | ?
FUS yeast rescue | -12% | -5% | -1% | 12% | ? | 14% | 13% | ? | -26% | 8%
EPAC2 agonist | 1% | -5% | -2% | nt | -1% | 9% | 5% | nt | 6% | -3%
Abeta yeast res | 0% | 6% | -1% | -13% | -2% | -17% | -9% | -6% | -17% | -20%
aSyn yeast inh | -7% | -6% | 9% | nt | 1% | 0% | 0% | nt | 1% | -6%
DRD3 antagonist | 14 | 1 | 23 | nt | 34 | -11 | -3 | nt | 9 | -11
DRD3 agonist | 4 | -4 | -10 | 2 | 12 | 2 | 7 | -6 | 3 | -1

[41] CCOc1ccc(Nc2ccc(N)c(S(=O)(=O)O)c2)cc1
[42] O=C(C(=O)N1CCN(c2ccccc2)CC1)c1ccco1
[43] CNc1nc(CCN2C(=O)c3ccccc3C2=O)cs1
[44] Cc1cccc(Cn2c(C(C)(C)C)cc3cccnc32)c1
[45] CC(C)c1ccc(NC(=S)NCc2cccs2)cc1
[46] CC(C)(C)SCCNC(=O)CSCc1ccc([N+](=O)[O-])cc1
[47] O=C(Cn1cc(C(=O)c2ccco2)c2ccccc21)NCc1ccco1
[48] COc1cc(CNC[C@H]2O[C@@H](n3cnc(C(N)=O)n3)[C@H](O)[C@@H]2O)ccc1OCc1cccc(Cl)c1
Assay by compound | 41 | 42 | 43 | 44 | 45 | 46 | 47 | 48
TDP43 rescue | 2% | ? | ? | -5% | ? | 26% | 9% | -6%
EPAC2 antag | 1% | 3% | -5% | 8% | -8% | -3% | -2% | 3%
FUS yeast rescue | 43% | -14% | 14% | -32% | 23% | 9% | 3% | -21%
EPAC2 agonist | 5% | 6% | 6% | 0% | 0% | 0% | 1% | 6%
Abeta yeast res | 2% | -2% | 16% | 2%[9.22 µM] | -40%[inhibitor] | 11% | 19% | 0%
aSyn yeast inh | 0% | -8% | -1% | -1% | 1% | 1% | 5% | -2%
DRD3 antagonist | -12 | 23 | -12 | 2 | 18 | 15 | 2 | ?
DRD3 agonist | 15 | 9 | 1 | -5 | -10 | -2 | 0 | -23

Compound activity deposited in PubChem BioAssay by National Center for Advancing Translational Sciences (NCATS).

Some of the compounds tested (hit frequency here may not be typical).
